HSF1 inhib: HSF1 inhibition | activity change, negative = inhibition, % at 7.5 µM (by protocol) | AID 2098 | actives 0.77% (n = 300,000) | NIH3T3-HGL HSE-luciferase, MG132-induced, luminescence 8 h; active compounds read low;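 active means more than half of replicate wells show activity change below -50%, luminescence cut by over half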;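 further: luciferase reports HSF-1 transcriptional activity via heat shock element; 0% = median of DMSO wells and -100% = zero luminescence signal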
HSP90 refold inh: HSP90 refolding inhibition in rabbit reticulocyte lysate. AID 1789. luciferase refolding luminescence, 3 h. inhibition, % at 5.6 µM. actives 0.91% (n = 290,000);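 active means inhibition above the screen-wide mean plus 3 SD, computed separately per campaign, cut at about 16% in these data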;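 further: 0% = DMSO wells and 100% = 60 µM geldanamycin wells; inhibitors lower the luminescence because luciferase stays unfolded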
IEC-6 cytotox: counter-screen for KLF5 inhibitors: cytotoxicity in IEC-6 cells; actives 0.78% (n = 290,000); IEC-6 cytotoxicity, luminescence viability; inhibition, % at 5 µM; AID 1825; in the data active means inhibition above about 22%;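 further: 0% = plate median of test compound wells and 100% = cytotoxic reference compound wells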
HDAC3 inh: blocks human histone deacetylase 3; O15379; recombinant HDAC3, fluorogenic peptide/trypsin coupled, fluorescence; inhibition, % at 8.3 µM; actives 0.15% (n = 320,000); in the data active means inhibition above about 26%, passing the limit was not always enough
Target sequence (O15379 whole entry, looked up): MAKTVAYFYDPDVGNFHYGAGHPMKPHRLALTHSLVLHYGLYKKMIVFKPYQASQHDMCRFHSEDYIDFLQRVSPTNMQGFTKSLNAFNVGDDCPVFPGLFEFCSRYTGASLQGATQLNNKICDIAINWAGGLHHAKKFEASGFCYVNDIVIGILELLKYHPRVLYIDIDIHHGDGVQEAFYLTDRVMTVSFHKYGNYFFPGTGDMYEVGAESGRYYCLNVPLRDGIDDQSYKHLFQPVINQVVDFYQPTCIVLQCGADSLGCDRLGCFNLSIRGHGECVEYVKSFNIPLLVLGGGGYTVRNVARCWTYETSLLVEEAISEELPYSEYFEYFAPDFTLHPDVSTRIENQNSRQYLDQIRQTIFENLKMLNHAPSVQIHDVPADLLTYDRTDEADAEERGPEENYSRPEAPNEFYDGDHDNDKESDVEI
aSyn 5UTR inh: 5' untranslated region of α-synuclein, MLPCN primary screen; inhibition, % (tested at 7.5 µM); actives 0.82% (n = 300,000); AID 1813; alpha-synuclein 5'UTR reporter, inhibitor activity; in the data active means inhibition above about 60%;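 further: H4 neuroglioblastoma cells stably carrying SNCA 5'UTR luciferase fusion; 0% = DMSO wells and 100% = positive control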
KLF5 inh: suppresses KLF5 promoter-driven expression; inhibition, % at 5 µM; DLD-1 KLF5 promoter-luciferase reporter, luminescence; actives 0.23% (n = 290,000);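 active means inhibition above a per-plate limit of that plate's mean compound inhibition plus 3 SD, cut at about 60% in these data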;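 further: 0% = DMSO wells and 100% = LY294002 at 200 µM; higher means less KLF5 promoter-driven luciferase light; inactives centre near -14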
HSF-1 act: increases HSF-1 driven luciferase reporter signal. activation, % at 9 µM. NIH3T3-HGL HSF-1 luciferase reporter, MG132, 8 h; 100% = twice DMSO control signal. actives 1.7% (n = 300,000);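 active means mean replicate activation of at least 50% with a set share of replicates each reaching 50%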;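 further: 0% = median of the neutral control wells and 100% = twice that signal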
HIF act: HIF pathway transcriptional activation; U2OS HRE-luciferase reporter, luminescence; normalized: DMSO 0%, desferrioxamine 100%; AID 1910; actives 0.32% (n = 300,000); activation, % at 7.5 µM (by protocol);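 active means mean activation of at least 10% of the iron chelator positive control signal, with at least half of replicates also reaching 10%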
Platelet DG rel: modulates dense granule release in human platelets; human platelet-rich plasma, SFLLRN dense granule ATP release, luminescence; inhibition, %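 (compounds screened at 7.5 µM in platelet-rich plasma)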; actives 0.22% (n = 300,000);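 active means mean replicate score, as percent of positive control, at or above 50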
AI-2 QS modul: modulators of Vibrio harveyi AI-2 quorum sensing system. Vibrio harveyi JMH597 AI-2 luminescence/OD600 ratio, 9 h; active compounds read low; strain lacks LuxN and CqsS sensors; 0 = neutral-control median. activity change, % at 7.5 µM. actives 0.4% (n = 300,000). AID 2094; in the data active means activity change below about -75%, passing the limit was not always enough;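 further: luminescence divided by OD600 gain over 9 h not by final OD600 alone; inactives centre near 13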
Active calls of the source: *. The order is random, and some 5% of all compounds hit somewhere here.

For O=C(CSc1ccc(-c2ccccc2)nn1)N1CCOCC1 the results were HSP90 refold inh 0, IEC-6 cytotox 2, HDAC3 inh 2, KLF5 inh -61, Platelet DG rel 18 and AI-2 QS modul 1.
For CCNC(=O)CC1C(=O)N(c2ccccc2)C(=O)N1Cc1ccc(OC)cc1 (stereo unspecified) the results were HSP90 refold inh 3, IEC-6 cytotox -2, HDAC3 inh -2, KLF5 inh -10, Platelet DG rel 0 and AI-2 QS modul 22.
`N#CCSc1nc2c(c(=O)n1Cc1ccco1)C1(CCCC1)Cc1ccccc1-2` gave HSF1 inhib 14, HSP90 refold inh 3, IEC-6 cytotox -6, HDAC3 inh 9, aSyn 5UTR inh -6, KLF5 inh 9, HSF-1 act 26, HIF act -48, Platelet DG rel -10 and AI-2 QS modul 65.
For O=C(Cn1nc(-c2ccccc2)c2ccccc2c1=O)Nc1ccc(F)cc1 the results were HSF1 inhib 3, HSP90 refold inh -1, IEC-6 cytotox -3, HDAC3 inh -1, aSyn 5UTR inh 12, KLF5 inh -10, HSF-1 act 25, HIF act -0.1 and Platelet DG rel 6.
For CCOC(=O)C(CCCP(=O)(c1ccccc1)c1ccccc1)(NC(C)=O)C(=O)OCC the results were HSF1 inhib -9, HSP90 refold inh 23*, IEC-6 cytotox 5, HDAC3 inh -1, aSyn 5UTR inh -11, KLF5 inh -86, HSF-1 act -11, HIF act -0.2, Platelet DG rel 15 and AI-2 QS modul -11.
Screening Cc1ccc2nc(-c3ccccc3)cc(C(=O)NCC3CCCO3)c2c1 (stereo unspecified) returned HSF1 inhib 8, HSP90 refold inh 0, IEC-6 cytotox 2, HDAC3 inh -21, aSyn 5UTR inh -22, KLF5 inh -1, HSF-1 act 14, HIF act -0.1, Platelet DG rel 12 and AI-2 QS modul 9.
For Cn1nc(C(F)(F)F)c(C(=O)Nc2ccc(F)cc2F)c1Oc1cccc(Cl)c1 the results were HSF1 inhib 9, HSP90 refold inh -2, IEC-6 cytotox 0, HDAC3 inh 2, aSyn 5UTR inh -30, KLF5 inh -32, HSF-1 act 16, HIF act -4.2, Platelet DG rel 3 and AI-2 QS modul 21.
`COc1ccc(C(C)=O)cc1CN1C(=O)NC(c2ccccc2)(c2ccccc2)C1=O` gave HSF1 inhib -4, HSP90 refold inh 2, IEC-6 cytotox 3, HDAC3 inh -1, aSyn 5UTR inh 31, KLF5 inh -34, HSF-1 act 18, HIF act 0.1, Platelet DG rel -10 and AI-2 QS modul 12.
Screening Cc1ccsc1C1Nc2ccc3ncccc3c2C2=C1C(=O)CCC2 (stereo unspecified) returned HSF1 inhib 11, HSP90 refold inh 2, IEC-6 cytotox -8, HDAC3 inh -2, aSyn 5UTR inh -2, KLF5 inh -29, HSF-1 act 18, HIF act 0.2, Platelet DG rel 2 and AI-2 QS modul 0.
O=C(NCc1cccs1)C1CCN(S(=O)(=O)N2CCCC2)CC1 was read as HSF1 inhib -4, HSP90 refold inh -2, IEC-6 cytotox -4, HDAC3 inh -4, aSyn 5UTR inh 22, KLF5 inh 0, HSF-1 act 13, HIF act 0.6, Platelet DG rel 0 and AI-2 QS modul 4.
Screening CC1=C([N+](=O)[O-])C(c2ccccc2Cl)NC(=O)N1C (stereo unspecified) returned HSF1 inhib 4, HSP90 refold inh -1, IEC-6 cytotox -2, HDAC3 inh 4, aSyn 5UTR inh -11, KLF5 inh -22, HSF-1 act 2, HIF act 2.7, Platelet DG rel -1 and AI-2 QS modul 3.
For COc1ccc(NC(=O)Nc2ccc(Cc3ccncc3)cc2)cc1OC the results were HSF1 inhib -5, HSP90 refold inh 0, IEC-6 cytotox 0, HDAC3 inh -5, aSyn 5UTR inh -7, KLF5 inh -17, HSF-1 act 4, HIF act 0.0, Platelet DG rel 0 and AI-2 QS modul 6.
Screening CC(NC(=O)C(c1ccccc1)c1ccccc1)C(=O)O (stereo unspecified) returned HSF1 inhib -1, HSP90 refold inh 1, IEC-6 cytotox 1, HDAC3 inh 4, aSyn 5UTR inh 0, KLF5 inh -21, HSF-1 act 3, HIF act -0.4, Platelet DG rel 3 and AI-2 QS modul 10.
CCc1c(-c2ccccc2)[n+](=O)c2c(n1[O-])CCC2 was read as HSF1 inhib 0, HSP90 refold inh -6, IEC-6 cytotox -7, HDAC3 inh 4, aSyn 5UTR inh 1, KLF5 inh 3, HSF-1 act -19, HIF act -0.3, Platelet DG rel 24 and AI-2 QS modul 10.
For COC(=O)c1cccnc1NC(=S)NC1CCCCC1 the results were HSF1 inhib -10, HSP90 refold inh -4, IEC-6 cytotox -3, HDAC3 inh 4, aSyn 5UTR inh 22, KLF5 inh -17, HSF-1 act -4, HIF act -0.5, Platelet DG rel 3 and AI-2 QS modul 5.
For c1csc(Cc2nc(-c3ccc(-n4cccc4)cc3)no2)c1 the results were HSF1 inhib 19, HSP90 refold inh 0, IEC-6 cytotox -4, aSyn 5UTR inh -40, KLF5 inh -18, HSF-1 act 16, HIF act 1.9, Platelet DG rel 3 and AI-2 QS modul 8.
Screening Cc1cc(C(=O)COC(=O)c2ccc[nH]c2=O)c(C)n1C1CC1 returned HSF1 inhib -6, HSP90 refold inh 6, IEC-6 cytotox -5, HDAC3 inh 5, aSyn 5UTR inh -99, KLF5 inh -27, HSF-1 act 3, HIF act 2.0, Platelet DG rel -8 and AI-2 QS modul 3.
Screening Cc1ccc(N(C(=O)Cn2nnc3ccccc32)C(C(=O)NCc2ccccc2)c2ccccn2)cc1 (stereo unspecified) returned HSF1 inhib 4, HSP90 refold inh 3, IEC-6 cytotox 0, HDAC3 inh 4, aSyn 5UTR inh -12, KLF5 inh -30, HSF-1 act -8, HIF act -0.4, Platelet DG rel 4 and AI-2 QS modul 5.
c1ccc(C2CCC(N3CCN(c4ccccc4)CC3)CC2)cc1 (stereo unspecified) was read as HSF1 inhib 0, HSP90 refold inh 1, IEC-6 cytotox 3, HDAC3 inh 7, aSyn 5UTR inh -11, KLF5 inh -3, HSF-1 act 10, HIF act 1.1, Platelet DG rel -6 and AI-2 QS modul 1.
For CCC1CCCN1Cn1cnc2c([nH]c3ccc(C)cc32)c1=O (stereo unspecified) the results were HSP90 refold inh 0, IEC-6 cytotox -5, HDAC3 inh -32, aSyn 5UTR inh 11, KLF5 inh -10, Platelet DG rel 1 and AI-2 QS modul 25.
CCc1ccc(C2CC(=O)Nc3c2c(=O)nc2c(C)cccn32)cc1 (stereo unspecified) was read as HSF1 inhib 9, HSP90 refold inh 1, IEC-6 cytotox 3, HDAC3 inh 0, aSyn 5UTR inh -29, KLF5 inh -17, HSF-1 act 18, HIF act -2.1, Platelet DG rel -6 and AI-2 QS modul 11.
O=C1CSC(=S)N1c1cccc(Cl)c1 was read as HSF1 inhib 4, HSP90 refold inh 5, IEC-6 cytotox 8, HDAC3 inh 4, aSyn 5UTR inh 2, KLF5 inh -47, HSF-1 act 21, HIF act -0.7, Platelet DG rel -4 and AI-2 QS modul 9.
CC(=O)Nc1ccc(NC(=O)N(c2ccccc2)c2ccccc2)cc1 was read as HSF1 inhib -7, HSP90 refold inh -5, IEC-6 cytotox -6, HDAC3 inh 11, aSyn 5UTR inh 1, KLF5 inh -24, HSF-1 act 6, HIF act -0.3, Platelet DG rel -3 and AI-2 QS modul 13.
`COc1ccccc1/C=C/C(=O)OCCN1CCOCC1` gave HSF1 inhib 0, HSP90 refold inh 4, IEC-6 cytotox 3, HDAC3 inh -6, aSyn 5UTR inh -36, KLF5 inh -8, HSF-1 act 10, HIF act 0.2, Platelet DG rel -2 and AI-2 QS modul 25.
`Cc1cccc(CCNC(=O)C2CCN(S(=O)(=O)N3CCOCC3)CC2)c1` gave HSF1 inhib 4, HSP90 refold inh 2, IEC-6 cytotox 6, HDAC3 inh 2, aSyn 5UTR inh 10, KLF5 inh -40, HSF-1 act 2, HIF act 0.1, Platelet DG rel 8 and AI-2 QS modul 17.
`O=C(NNC(=O)C1CCCCC1)c1cnccn1` gave HSF1 inhib 2, HSP90 refold inh -3, IEC-6 cytotox -1, HDAC3 inh -6, aSyn 5UTR inh -24, KLF5 inh -39, HSF-1 act 14, HIF act -0.2, Platelet DG rel 12 and AI-2 QS modul 11.
Screening O=C(NCCNC(=O)c1ccccc1F)c1ccccn1 returned HSF1 inhib -5, HSP90 refold inh -2, IEC-6 cytotox 4, HDAC3 inh 4, aSyn 5UTR inh 12, KLF5 inh 5, HSF-1 act 4, HIF act -1.8, Platelet DG rel -3 and AI-2 QS modul 28.
Screening COc1ccc(CNC(=O)CN2C(=O)NC(C)(c3cccc(Br)c3)C2=O)cc1 (stereo unspecified) returned HSF1 inhib 9, HSP90 refold inh 0, IEC-6 cytotox -6, aSyn 5UTR inh 20, KLF5 inh -19, HSF-1 act -17, HIF act -0.8, Platelet DG rel -2 and AI-2 QS modul 2.
O=C(NCc1ccccc1)C(c1cccnc1)N(C(=O)c1ccccn1)c1cccc(F)c1 (stereo unspecified) was read as HSF1 inhib 2, HSP90 refold inh -4, IEC-6 cytotox -6, HDAC3 inh -3, aSyn 5UTR inh 11, KLF5 inh -19, HSF-1 act 7, HIF act -45, Platelet DG rel -7 and AI-2 QS modul 19.
CC(CC(=O)NCCc1ccc(S(N)(=O)=O)cc1)c1ccccc1 (stereo unspecified) was read as HSF1 inhib 1, HSP90 refold inh -1, IEC-6 cytotox 7, HDAC3 inh -2, aSyn 5UTR inh 3, KLF5 inh 10, HSF-1 act -1, HIF act -17, Platelet DG rel -11 and AI-2 QS modul 8.

Reprinted from the part before: 3 compounds, followed by the next part.
Screening COc1ccc(CNC(=O)CN2C(=O)NC(C)(c3cccc(Br)c3)C2=O)cc1 (stereo unspecified) returned HSF1 inhib 9, HSP90 refold inh 0, IEC-6 cytotox -6, aSyn 5UTR inh 20, KLF5 inh -19, HSF-1 act -17, HIF act -0.8, Platelet DG rel -2 and AI-2 QS modul 2.
O=C(NCc1ccccc1)C(c1cccnc1)N(C(=O)c1ccccn1)c1cccc(F)c1 (stereo unspecified) was read as HSF1 inhib 2, HSP90 refold inh -4, IEC-6 cytotox -6, HDAC3 inh -3, aSyn 5UTR inh 11, KLF5 inh -19, HSF-1 act 7, HIF act -45, Platelet DG rel -7 and AI-2 QS modul 19.
CC(CC(=O)NCCc1ccc(S(N)(=O)=O)cc1)c1ccccc1 (stereo unspecified) was read as HSF1 inhib 1, HSP90 refold inh -1, IEC-6 cytotox 7, HDAC3 inh -2, aSyn 5UTR inh 3, KLF5 inh 10, HSF-1 act -1, HIF act -17, Platelet DG rel -11 and AI-2 QS modul 8.
`Cc1cccc(NC(=O)CCCc2ccccc2)c1` gave HSF1 inhib 2, HSP90 refold inh -1, IEC-6 cytotox -2, HDAC3 inh -6, aSyn 5UTR inh -172, KLF5 inh -122, HSF-1 act 18, HIF act 2.8, Platelet DG rel -1 and AI-2 QS modul -62.
CCOC(=O)CSc1nc2ccccc2n2cnnc12 was read as HSF1 inhib -7, HSP90 refold inh 4, IEC-6 cytotox 7, HDAC3 inh 7, aSyn 5UTR inh -24, KLF5 inh -10, HSF-1 act -3, HIF act -0.3, Platelet DG rel -2 and AI-2 QS modul 57.
Cn1c(-c2ccc(F)cc2)cnc1SCC(=O)NCc1ccco1 was read as HSF1 inhib 6, HSP90 refold inh -1, IEC-6 cytotox -5, HDAC3 inh -2, aSyn 5UTR inh -3, KLF5 inh 13, HSF-1 act -4, HIF act 0.4, Platelet DG rel -1 and AI-2 QS modul -1.
Screening O=C(COC(=O)CCC1CCCC1)Nc1nc2c(F)c(F)c(F)cc2s1 returned HSF1 inhib -1, HSP90 refold inh 2, IEC-6 cytotox 4, HDAC3 inh -2, aSyn 5UTR inh 10, KLF5 inh -3, HSF-1 act 15, HIF act 0.0, Platelet DG rel 0 and AI-2 QS modul 14.
